CHRM1 PAM = potentiates human M1 receptor response to acetylcholine; P11229; CHO-K1 hM1, Fluo-8 calcium fluorescence, ACh EC20; 0% = ACh EC20, 100% = maximal ACh; activation, % at 3 µM; 0.088% of 360,000 active; AID 588819; in the data active = activation above about 19%, passing the limit was not always enough
Target sequence (P11229 whole entry, looked up): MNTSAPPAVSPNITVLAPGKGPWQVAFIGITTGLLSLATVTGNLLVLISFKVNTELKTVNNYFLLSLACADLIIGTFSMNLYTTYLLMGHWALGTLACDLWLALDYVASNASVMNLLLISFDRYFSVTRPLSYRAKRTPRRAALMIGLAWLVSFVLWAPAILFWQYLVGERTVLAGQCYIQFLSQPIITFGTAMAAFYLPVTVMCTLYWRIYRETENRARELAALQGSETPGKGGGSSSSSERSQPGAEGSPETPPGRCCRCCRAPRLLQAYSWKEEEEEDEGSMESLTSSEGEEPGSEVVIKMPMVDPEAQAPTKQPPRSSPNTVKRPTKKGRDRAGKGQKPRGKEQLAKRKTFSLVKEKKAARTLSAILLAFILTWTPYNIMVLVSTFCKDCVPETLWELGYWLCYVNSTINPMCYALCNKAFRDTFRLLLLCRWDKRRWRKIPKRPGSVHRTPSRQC
CHRM5 PAM = positive allosteric modulators of human muscarinic M5 receptor; P08912; CHO-K1 hM5, Fluo-8 calcium, ACh EC20 PAM; 0% = ACh EC20, 100% = ACh EC100; activation, % at 3 µM; 0.3% of 360,000 active;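 active = activation above the run cutoff, the mean activation of all test compounds plus 3 SD, cut at about 18% in these data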
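Test system: CHO-K1 hM5 cells / Doses: single-point, 3 µM nominal / Times: Post-acetylcholine fluorescence recording 140 s / Technique: Fluo-8 calcium fluorescence / Measure: Max/basal fluorescence ratio as % of EC20–EC100 ACh window / Benchmarks: low control EC20 acetylcholine (0%), high control EC100 acetylcholine (100%) / Replicates: one well per compound, no replicates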
M5 ag = CHRM5 agonism in calcium assay | P08912 | CHO-K1 hM5 cells, Fluo-8 calcium fluorescence; 0% DMSO wells, 100% maximal acetylcholine response | activation, % at 3 µM | 0.19% of 360,000 active;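 active = activation above the run's mean over test compounds plus 3 SD, cut at about 23% in these data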;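 note: signal is peak over basal fluorescence ratio across the kinetic read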
CHRM5 antagonist = blocks acetylcholine activation of human M5 receptor. P08912. CHO-hM5 cells, Fluo-8 calcium fluorescence, ACh EC80. inhibition, % at 3 µM. 0.59% of 360,000 active;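 active = inhibition above a per-plate cutoff, the mean of that plate's test compounds plus 3 SD, cut at about 27% in these data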;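 note: 0% = acetylcholine EC80 with DMSO and 100% = DMSO without agonist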
CRFR2-BP ag = agonists of human CRF-binding protein/CRF-R2 receptor complex. HEK293 CRF-R2/CRF-BP, calcium dye fluorescence (FLIPR); percent of saturating CRF peptide response. activation, % at 13.2 µM. 0.46% of 350,000 active;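 active = activation of at least 50%, plus an integration ratio under a set limit after plate pattern correction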;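 note: plate controls were neutral control wells without compound for no effect and CRF at EC100 for full effect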
M4 ag = CHRM4 agonism in calcium assay; CHO-K1 hM4/Gqi5, Fluo-8 calcium fluorescence; vehicle 0%, full acetylcholine response 100%; 0.14% of 360,000 active; AID 624127; activation, % at 3 µM; P08173;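 active = activation above the run mean over all test wells plus 3 SD, cut at about 32% in these data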;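 note: peak over basal fluorescence ratio per well then scaled between controls; 0% = DMSO wells and 100% = acetylcholine at EC100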
Target sequence (P08173 whole entry, looked up): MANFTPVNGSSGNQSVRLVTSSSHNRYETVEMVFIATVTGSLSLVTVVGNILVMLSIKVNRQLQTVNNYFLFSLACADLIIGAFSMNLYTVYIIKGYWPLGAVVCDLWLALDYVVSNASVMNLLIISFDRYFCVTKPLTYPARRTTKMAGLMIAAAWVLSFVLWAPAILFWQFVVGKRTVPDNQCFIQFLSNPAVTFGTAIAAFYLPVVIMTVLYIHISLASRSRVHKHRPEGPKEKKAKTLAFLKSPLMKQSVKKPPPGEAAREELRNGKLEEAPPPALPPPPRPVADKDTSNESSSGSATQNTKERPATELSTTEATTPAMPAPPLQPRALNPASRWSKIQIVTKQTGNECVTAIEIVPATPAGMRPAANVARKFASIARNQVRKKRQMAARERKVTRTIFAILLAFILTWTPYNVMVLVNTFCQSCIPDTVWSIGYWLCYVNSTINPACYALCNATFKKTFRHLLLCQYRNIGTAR
M4 PAM = positive allosteric modulators of human muscarinic M4 receptor; 0.4% of 360,000 active; AID 624126; activation, % at 3 µM; CHO-K1 hM4/Gqi5, Fluo-8 calcium fluorescence, ACh EC20; 0% = ACh EC20, 100% = maximal ACh; P08173;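 active = activation above its plate's cutoff, the mean activation of sample wells plus 3 SD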; note: some results filed as inactive read as strong as hits
CRFR2-BP antag = CRF-BP/CRF-R2 complex antagonism. HEK293 CRF-R2/CRF-BP, CRF-induced calcium fluorescence. inhibition, % at 11.8 µM. 0.59% of 350,000 active. AID 588475;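 active = inhibition of the ligand-induced calcium signal above about 50% at the single tested concentration, limit read from the data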
M4 antag = antagonists of human muscarinic M4 receptor (CHRM4) | CHO-hM4 cells, ACh EC80, Fluo-8 calcium fluorescence | inhibition, % at 3 µM | 0.73% of 360,000 active | AID 624125;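 active = inhibition above its plate's cutoff, the mean inhibition of sample wells plus 3 SD, cut at about 27% in these data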;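 note: 0% = acetylcholine EC80 with DMSO and 100% = DMSO without agonist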
An asterisk follows results filed as active; / = not tested or not shown. An unsorted share of the library; overall some 2.6% were active at least once.

smiles	CHRM1 PAM	CHRM5 PAM	M5 ag	CHRM5 antagonist	CRFR2-BP ag	M4 ag	M4 PAM	CRFR2-BP antag	M4 antag
COCCN(CCOC)C(=O)Nc1ccc(Cl)cc1	-1	2	3	10	1.4	6	15	16	-13
Cc1ccc(S(=O)(=O)N2CCCCC2)cc1NC(=O)c1ccco1	6	-3	2	3	-0.2	1	1	-17	-5
Cc1ccc(C(=O)Nc2ccc(C(=O)O)cc2)cc1S(=O)(=O)Nc1cccc([N+](=O)[O-])c1	3	-3	-1	10	-2.1	-1	1	20	8
Cc1nc(C)n(CCNC(=O)c2ccco2)n1	5	-3	1	3	0.1	0	-3	13	6
O=C(N/N=C/c1cccnc1)c1cccc(S(=O)(=O)Nc2cccc(Cl)c2)c1	10	5	6	1	-1.3	0	-5	1	12
CCC(NC(=S)Nc1ccccc1)C(=O)O (stereo unspecified)	7	-3	-2	-6	-2.4	1	3	0	-2
O=C(/C=C/c1cccc([N+](=O)[O-])c1)Nn1c(-c2ccccc2F)nc2ccccc2c1=O	5	-11	-2	9	-2.4	5	-9	-11	-14
CSCCC(NC(=O)COc1ccccc1)C(=O)N1CCN(c2ccccc2Cl)CC1 (stereo unspecified)	3	-5	-1	10	-0.1	7	2	-5	-10
CC(=O)CCN1C(=O)NC2(CCCc3ccccc32)C1=O (stereo unspecified)	10	-6	-3	5	0.5	1	3	-1	0
CCOCCCNC(=S)N1CCC(NC(=O)C2CCCCC2)CC1	9	3	-1	3	-0.2	1	0	-5	-5
CCc1nnc(N/N=C/c2ccccc2F)n1N	6	3	3	-4	1.2	3	5	1	-4
Cc1noc(C)c1-c1ccc(C(=O)Nc2ccccc2)c2occc12	-1	-8	0	8	/	7	-4	/	-6
CCOc1ccccc1OCC(=O)OCC(=O)c1c(C)[nH]c2ccccc12	8	-16	-1	15	0.1	14	-7	-3	12
O=C(Cc1ccccc1)NNC(=O)c1ccc(NC(=O)c2ccccc2)cc1	9	-1	-2	1	0.3	0	7	-15	-17
COc1ccc(NC(=O)Cn2nnc(-c3ccc(CN4CCOCC4)cc3)n2)c(OC)c1	0	-3	2	0	0.0	0	-5	10	0
CCCC(=O)Oc1c(S(=O)(=O)c2ccc(C)cc2)c(C)nn1C(C)(C)C	19	7	0	1	9.2	0	-2	-19	-12
Cc1nn(CCCC(=O)NC(C)c2ccccc2)c(=O)c2nn(-c3ccccc3)c(C)c12 (stereo unspecified)	10	0	-6	3	-0.2	-1	-2	-3	-7
Cc1ccc(N(CC(=O)NCCc2ccc(F)cc2)S(=O)(=O)c2ccc(Cl)c([N+](=O)[O-])c2)c(C)c1	-3	12	-2	19	-0.4	1	-4	-7	14
Cc1oc2nc(SCC(=O)NCc3cccnc3)nc(N)c2c1C	7	-8	-3	3	-0.8	0	7	6	-2
COc1ccc(OC)c(C2CC(=O)C(C)C(c3cc(OC)ccc3OC)N2)c1 (stereo unspecified)	-1	6	0	-1	-0.5	1	1	7	4
CC1Cc2ccccc2N1C(=O)c1ccc2c(c1)nnn2C (stereo unspecified)	3	-1	-5	6	2.6	1	-1	-6	4
CC(C)C[C@H]1CN(CCCC[C@H]2CNC(=O)C(=O)N2CCc2ccccc2)C(=O)C(=O)N1CC1CCCCC1	/	-2	-2	8	/	-1	0	/	3
O=C(O)c1cc(NS(=O)(=O)c2cccs2)cc(NS(=O)(=O)c2cccs2)c1	10	-6	1	15	-0.2	1	7	9	-7
COc1cc(CC(NC(C)=O)C(=O)NC2CCN(C(=O)C3CC3)CC2)cc(OC)c1 (stereo unspecified)	6	4	-1	6	0.4	0	-3	6	-12
O=C(Nc1ncccn1)c1cc(-c2cccc(Br)c2)nc2ccccc12	-2	-13	1	11	9.8	10	-7	-27	-6
Cc1cccc(N(C(=O)c2ccc(CN3CCOCC3)o2)C(C(=O)NC(C)(C)C)c2ccc(F)cc2)c1 (stereo unspecified)	12	-10	-3	5	-1.1	0	1	8	-4
COc1ccc(C2C(C#N)=C(N)Oc3c2sc2nc(C)cc(C)c32)cc1 (stereo unspecified)	5	5	1	-4	1.9	1	2	10	6
O=C1OCCN1C(=O)[C@H]1[C@H](c2ccc(F)cc2)C(c2cccc(Cl)c2)=NN1c1ccc(Br)cc1	-3	-4	0	-8	0.2	1	0	4	-7
CCn1c(=NC(=O)CS(=O)(=O)c2ccc(F)cc2)sc2cccc(OC)c21	-2	-3	-4	4	0.3	6	-3	35	6
Cc1cccc(CSc2nc3[nH]ncc3c(=O)[nH]2)c1	-11	-9	0	17	0.7	1	-9	-10	7
CCC(=O)N(C)C(c1ccccc1Cl)c1nnnn1-c1c(C)cccc1C (stereo unspecified)	2	-5	-2	5	-1.1	0	1	-11	4
c1cc(CNCCN2CCNCC2)ccn1	12	9	2	-1	10	1	1	-4	-4

Results in M5 ag, for three of the compounds above:
Structure	M5 ag
O=C1OCCN1C(=O)[C@H]1[C@H](c2ccc(F)cc2)C(c2cccc(Cl)c2)=NN1c1ccc(Br)cc1	0
CCn1c(=NC(=O)CS(=O)(=O)c2ccc(F)cc2)sc2cccc(OC)c21	-4
Cc1cccc(CSc2nc3[nH]ncc3c(=O)[nH]2)c1	0

Following part
smiles	CHRM1 PAM	CHRM5 PAM	M5 ag	CHRM5 antagonist	CRFR2-BP ag	M4 ag	M4 PAM	CRFR2-BP antag	M4 antag
CC(/C=N/n1c(-c2ccccc2)n[nH]c1=S)=C\c1ccco1	12	1	1	-5	-1.6	0	11	29	-6
C#CCOc1ccc(/C=C2/C(=O)NN(c3ccccc3)C2=O)cc1OC	16	-6	-2	20	0.8	1	10	-49	-16
O=C(CNc1cccc2ccccc12)N/N=C/C=C/c1ccco1	2	8	-5	2	-0.3	2	0	-3	-3
Cc1cc(C(=O)OCC(=O)N2c3ccccc3NC(=O)C2(C)C)c(C)n1-c1ccccc1	-7	-12	1	4	-4.1	4	-20	19	4
Cc1n[nH]c(=O)n1-c1ccc(C(C)C)cc1	10	8	-1	-1	0.3	0	0	18	0
Cc1ccc2cc(CCNC(=O)c3cccs3)c(=O)[nH]c2c1C	6	-2	2	-3	-2.5	9	4	-6	-19
CCO/C=N/c1c(C#N)c(CC#N)nn1-c1ccccc1	10	-2	2	-5	-0.7	0	15	14	-3
CC(C)(C)OC(=O)N1CCC(C(=O)Nc2cccc(C(=O)NCc3ccccc3)c2)CC1	-3	-4	3	-3	-0.8	15	-4	10	-11

Entries of single compounds, looked up by structure.
CC(C)C[C@H]1CN(CCCC[C@H]2CNC(=O)C(=O)N2CCc2ccccc2)C(=O)C(=O)N1CC1CCCCC1 reads CHRM1 PAM: /; CHRM5 PAM: -2; M5 ag: -2; CHRM5 antagonist: 8; CRFR2-BP ag: /; M4 ag: -1; M4 PAM: 0; CRFR2-BP antag: /; M4 antag: 3
Cc1noc(C)c1-c1ccc(C(=O)Nc2ccccc2)c2occc12 reads CHRM1 PAM: -1; CHRM5 PAM: -8; M5 ag: 0; CHRM5 antagonist: 8; CRFR2-BP ag: /; M4 ag: 7; M4 PAM: -4; CRFR2-BP antag: /; M4 antag: -6

Next compounds.
smiles	CHRM1 PAM	CHRM5 PAM	M5 ag	CHRM5 antagonist	CRFR2-BP ag	M4 ag	M4 PAM	CRFR2-BP antag	M4 antag
CC(C)C1CC(=O)NC(SCC(=O)Nc2ccc(Br)cc2)=C1C#N (stereo unspecified)	-14	-16	6	9	-0.9	17	-9	3	-3
CCOc1cc(/C=N/NC(=O)c2cc(-c3cccc(OC)c3)nc3ccccc23)ccc1O	-8	-13	0	16	0.3	9	-11	-3	3
Cc1cc(=O)n2[nH]cc(C(=O)O)c2n1	1	5	2	-5	8.1	0	11	-2	1
CCCCc1c(C)nc2c(OC)cccc2c1SCCC(=O)O	8	4	2	2	-1.1	0	5	-4	-4
CN(C(=O)CCc1nc(-c2ccccc2F)no1)c1ccccc1	16	1	1	4	0.0	2	2	-2	6
CCN1CCN(c2ccc(S(=O)(=O)N3CCCCC3)cc2NC(=O)c2cccc(C(F)(F)F)c2)CC1	8	-3	0	0	1.5	3	-1	0	-12
Cc1ccc(S(=O)(=O)c2nc(-c3cccs3)oc2N2CCC(C(N)=O)CC2)cc1	8	4	-3	12	-1.5	0	12	-7	-5
CN1CCc2c(C#N)c(N3CCCCC3)nc(NCc3ccccc3)c2C1	0	-4	-5	7	14	2	-1	1	-10
O=C(NCCC1=CCCCC1)c1cc(-c2ccccn2)nc2ccccc12	3	-2	-3	8	0.5	1	9	-14	-5
CSc1ccccc1NC(=O)N1CCC(CO)(CC2CCCCO2)CC1 (stereo unspecified)	-4	3	-2	-5	-1.4	1	1	1	4
O=C(COC(=O)c1ccco1)Nc1ccc(Cl)cn1	18	5	3	-11	2.4	0	9	5	-7
C[C@]12c3[nH]c4cc(-c5ccco5)ccc4c3CCN1C(=O)[C@@H](CC(=O)NCCc1ccccn1)C[C@@H]2C(=O)N1CCOCC1	7	-1	-1	3	0.0	0	7	0	-1
C=Cn1c(C(=O)O)ccc1-c1ccc(OC)cc1	-17	-13	3	11	-1.7	22	-5	4	2
Clc1ccc(OCCSc2nnnn2C2CCCCC2)cc1	2	-5	-5	-1	3.4	0	0	-2	-1
Cc1ccc(S(=O)(=O)N2CCN(C(=O)CN3CCCSc4ccccc43)CC2)cc1	-9	-9	0	9	32	10	-6	-30	11
CC1=C(C#N)C(Nc2ccc(C)cn2)(C(F)(F)F)C(=O)N1 (stereo unspecified)	5	0	0	-3	2.1	1	10	-27	-4
CC(C)(C)c1nnc2sc(SCC(=O)N3CCCc4ccccc43)nn2c1=O	3	-3	0	2	-1.1	2	4	-8	1
O=C(Nc1ccc2c(c1)OCCO2)C(c1ccc(F)cc1)N1CCCCC1 (stereo unspecified)	-2	6	-11	0	-0.6	-1	1	13	-7
CN(C(=O)c1cccc(NC(=O)Cc2cccc(NC(=O)C3CCN(C(=O)C4CCCCC4)CC3)c2)c1)C1CCC1	13	-4	-1	-4	-0.8	-2	9	11	-16
O=C(COC(=O)C1CCN(S(=O)(=O)c2cc([N+](=O)[O-])ccc2Cl)CC1)Nc1ncc(Cl)cc1Cl	-2	-11	-4	0	-0.1	5	-5	17	-10
CCOc1ccc(-n2c(SCc3ccc([N+](=O)[O-])cc3)nnc2-c2ccc(OC)cc2)cc1	0	-8	-2	0	-0.7	-1	-4	53*	2
Cc1ccccc1OCCCCCn1ccnc1	-1	-5	-6	3	-0.3	1	-11	5	4
CN(C(=O)c1cccc(NC(=O)Cc2ccc(NC(=O)C3CCN(C(=O)C4CCCC4)CC3)cc2)c1)C1CCCC1	16	-5	-2	7	3.7	-1	-6	21	2
CCCN1CCC(=O)N(CCSc2ccc(NC(C)=O)cc2)CC1	6	16	0	-5	-0.9	3	13	-3	-1
COc1ccc(NC(=O)CSCC(=O)Nc2nnc(C)s2)cc1	13	1	0	6	0.0	0	4	12	-4
Cc1nc(NCC(c2ccccc2)N(C)C)c2c(C)c(C)sc2n1 (stereo unspecified)	-16	-7	-7	11	-0.9	0	-11	-12	12
O=C(O)CC1S/C(=N/N=C/C2CC=CCC2)NC1=O (stereo unspecified)	5	1	-2	1	-2.1	2	8	-3	-6
CCOC(=O)[C@@H]1[C@H]2COc3ccccc3[C@H]2N2C(=O)N(c3cccc(C)c3)C(=O)[C@]12C	13	0	-1	0	16	2	1	-7	10
O=C(O)CCCC(=O)N(Cc1ccccc1)Cc1ccccc1	2	3	-1	-3	3.7	0	5	-7	-4
COc1ccc(C/C(N)=N/OC(=O)CCc2ccccc2)cc1	7	0	-5	6	-1.7	-3	6	5	4
C=CCc1cccc(C=Nc2ccc(Br)cc2)c1O	7	4	4	-7	0.6	1	-5	-17	5

Source: PubChem BioAssay
